# Screening data (PubChem)
# KCNH2 WT inh = blocks the wildtype human KCNH2 potassium channel | AID 720551 | actives 0.37% (n = 340,000) | activity change, % at 1.84 µM | U2OS, BacMam KCNH2, thallium flux FluxOr; stronger effect = lower value;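 active = maximum activity change below -70%; inconclusive = maximum activity change between -70% and -50%; inactive = maximum activity change above -50%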; note: % is set by controls: 0 for no effect and ±100 for the full control effect
#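 U2OS cells were transduced with wild-type KCNH2 virus (2.03 x 10^8 / mL) for 4 h at room temperature, then cultured overnight at 37 C. Thallium flux was read with FluxOr dye. Rate constants were normalized to DMSO controls.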
# Eya2 inh = Eya2 (human) phosphatase inhibition; actives 0.006% (n = 330,000); Potency, µM (doses to about 76.9 µM), without a hit: at the top dose activity, negative = inhibition, usual class: inhibitors; O00167; recombinant Eya2, OMFP fluorescence dephosphorylation (OMFP is methylfluorescein phosphate); AID 488837; note: potency is the fitted concentration of half-maximal effect; % is set by controls: 0 for no effect and ±100 for the full control effect
#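 Eya2 (0.2 uM) preincubated 10 min at ambient with compound, then OMFP substrate added at 50 uM; 10 min reaction in 50 mM HEPES pH 7.5, 50 mM NaCl, 5 uM MgCl2, 0.05% BSA, 1 mM DTT. Fluorescence read at Ex 485/Em 525 nm.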
# Mito fusion yeast = inhibitors of mitochondrial division or activators of mitochondrial fusion. S. cerevisiae fusion-defective mutant growth rescue, CellTiterGlo 48 h. Potency, µM (highest dose often 46.1 µM), for inactives: at the highest dose growth rescue (activation), usual class: activators. actives 0.23% (n = 320,000). AID 485298;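 note: potency is the fitted concentration of half-maximal effect; % of control where 0% means no effect; nearly all actives have a fitted effect of over 45% in size; temperature-sensitive fusion mutants such as fzo1-1 at 37 °C on non-fermentable ethanol glycerol medium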
#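 Yeast fusion mutant, YPEG (non-fermentable carbon), compound, 48 h at 37C non-permissive; CellTiterGlo added, 10 min RT, luminescence read. Rescued growth = division inhibition.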
# GALK inhibitor = inhibitors of human galactokinase; P51570; Purified GALK, Kinase-Glo residual ATP luminescence; Potency, µM (doses to about 57.5 µM), for inactives: top-dose activity change, negative = inhibition, usual class: inhibitors; actives 0.007% (n = 270,000); AID 1868; note: potency is the fitted concentration of half-maximal effect; % is set by controls: 0 for no effect and ±100 for the full control effect
#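 Compounds were pin-transferred into ATP buffer (35 uM final), then GALK plus galactose (5 nM, 100 uM final) was added. After 1 h at room temperature, Kinase-Glo Plus was added and luminescence read after 10 min.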
# MBNL1 CUG block = MBNL1-poly(CUG) RNA binding inhibition | Q9NR56 | TR-FRET MBNL1-His/biotin-(CUG)12 binding, 665/545 ratio | Potency, µM (titrated, usually from 57.5 µM), for inactives: at the top dose activity change, negative = inhibition, actives largely listed as inhibitors | actives 0.036% (n = 280,000) | AID 2675; active = well fitted inhibition curve with a large enough effect in the signal ratio, with a control signal flat, not every such curve was filed as active; inconclusive = small, poorly fitted or top-dose-only effect, or effect the other way, or a change in a side signal; inactive = no such curve, though single readings can be large or run the other way; the % refers to the signal ratio; note: potency is the fitted concentration of half-maximal effect; % is set by controls: 0 for no effect and ±100 for the full control effect
#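 TR-FRET between His-tagged MBNL1 and biotin-(CUG)12 RNA, detected with Tb anti-His antibody (0.055 ng/ul) and streptavidin-XL665 (5 nM), 60 min at room temperature. Compounds titrated 92 nM to 58 uM; 665/545 nm ratio normalized to buffer and complex controls.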
# S-ASM inh = blocks human secretory acid sphingomyelinase; placental ASM, HMU-PC fluorogenic substrate, 60 min; Potency, µM (highest dose often 57.5 µM), for the others: at the top dose activity change, negative = inhibition, usual class: inhibitors; actives 0.006% (n = 340,000); AID 504937; note: potency is the fitted concentration of half-maximal effect
#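 Steps: dispense placental human ASM, pin compound, wait 10 min at room temperature, add HMU-PC0 substrate at 9 uM final, incubate 60 min at 37 °C, add stop solution raising pH to 10, read fluorescence.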
# Menin-MLL TR inh = displaces Texas Red mutant MLL peptide from human menin; Potency, µM (doses to about 61.6 µM), for inactives: at the top dose FP activity change, negative = inhibition, most hits filed as inhibitors; actives 0.23% (n = 270,000); AID 1768; Menin + Texas Red MLL mutant peptide, fluorescence polarization; active = well fitted inhibition curve with a large enough effect in the polarisation, with a control signal flat, not every such curve was filed as active; inconclusive = small, poorly fitted or top-dose-only effect, or effect the other way, or a change in a side signal; inactive = no such curve, though single readings can be large or run the other way; the % refers to the polarisation; note: potency is the fitted concentration of half-maximal effect; % of control where 0% means no effect; many of its hits are not listed in these tables
# Chronic BCR inh = chronic active BCR signaling inhibition. ABC-DLBCL IkBa-CBG/CBR reporter, luminescence ratio, 4 h. Potency, µM (titrated, usually from 46.1 µM), for inactives: at the highest dose ratio change, negative = lower green/red ratio, hits mostly inhibitors. actives 0.05% (n = 340,000). AID 493014; active = well fitted inhibition curve with a large enough effect in the signal ratio, with a control signal flat, not every such curve was filed as active; inconclusive = small, poorly fitted or top-dose-only effect, or effect the other way, or a change in a side signal; the % refers to the signal ratio;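 note: potency is the fitted concentration of half-maximal effect; plate controls were basal doxycycline-induced cells for no effect and cells given 10 µM MG132 for full effect; MG132 reads +100%, hits lower the ratio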
#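 Concentration-response series (up to 46 uM) were applied to TMD8 dual-reporter cells for 4 h at 37C with doxycycline. Green/red ratio, after filter-overlap correction, defined %Activity; red signal alone was normalised to basal cells and zero luminescence.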
# USP2a inh = blocks human ubiquitin-specific protease USP2a; USP2 core, Ub-CHOP2 coupled fluorogenic reporter, 485/531; Potency, µM (series often up to 38.3 µM), for the others: at the highest dose activity change, negative = inhibition, hits mostly inhibitors; actives 0.01% (n = 330,000); AID 463254;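 note: potency is the fitted concentration of half-maximal effect; plate controls were DMSO wells for no effect and full inhibition by NEM control for full effect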
#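 USP2 core (10nM final) preincubated 30min RT with compound in 20mM Tris-HCl pH 8.0, 2mM CaCl2, 2mM beta-mercaptoethanol, 0.05% CHAPS; 25nM Ub-CHOP2 plus 25nM reporter substrate added, fluorescence (Ex485/Em531) read after 60min.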
# TSHR antag = blocks TSH signaling through the human TSH receptor | P16473 | actives 0.2% (n = 330,000) | TSHR-expressing cells, TSH-stimulated cAMP HTRF, 2 h; stronger effect = lower value | activity change, negative = inhibition, % at 11.5 µM;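 active = activity change below a set negative limit, meaning inhibition stronger than a set level, cut at about -70% in these data; inconclusive = activity change between two set negative limits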; note: % is set by controls: 0 for no effect and ±100 for the full control effect
# Target sequence (P16473 whole entry, looked up): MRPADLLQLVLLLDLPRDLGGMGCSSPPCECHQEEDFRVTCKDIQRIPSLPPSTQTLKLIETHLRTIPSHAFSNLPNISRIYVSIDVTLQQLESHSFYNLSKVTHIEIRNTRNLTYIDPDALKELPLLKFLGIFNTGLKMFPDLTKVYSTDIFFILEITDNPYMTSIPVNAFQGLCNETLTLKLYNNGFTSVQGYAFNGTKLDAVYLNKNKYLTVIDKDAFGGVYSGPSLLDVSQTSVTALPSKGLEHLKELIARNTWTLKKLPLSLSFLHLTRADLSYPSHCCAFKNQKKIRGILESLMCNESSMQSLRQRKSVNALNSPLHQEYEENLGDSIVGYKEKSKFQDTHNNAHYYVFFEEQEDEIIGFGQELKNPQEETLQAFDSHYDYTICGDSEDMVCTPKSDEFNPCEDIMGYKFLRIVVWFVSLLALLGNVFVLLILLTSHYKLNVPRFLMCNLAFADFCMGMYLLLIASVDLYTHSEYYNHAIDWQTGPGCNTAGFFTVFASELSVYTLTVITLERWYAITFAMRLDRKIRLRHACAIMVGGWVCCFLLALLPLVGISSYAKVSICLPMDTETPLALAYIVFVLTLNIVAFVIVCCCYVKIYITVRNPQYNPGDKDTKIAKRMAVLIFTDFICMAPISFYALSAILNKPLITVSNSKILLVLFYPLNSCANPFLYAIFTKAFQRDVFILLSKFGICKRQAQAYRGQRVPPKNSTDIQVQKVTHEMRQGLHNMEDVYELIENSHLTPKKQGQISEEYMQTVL
#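 Inhibition of cAMP made by TSHR-expressing cells under TSH stimulation (4nM final, EC80; 2 h, 37 deg C) is quantified with a one-step lysis HTRF kit, anti-cAMP cryptate versus cAMP-d2.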
# PKM2 activator = activators of human pyruvate kinase M2. purified PKM2, Kinase-Glo ATP luminescence, activation; response scale: 0% is enzyme alone, no compound. Potency, µM (series often up to 57.5 µM), inactives show at the top dose activation, most hits filed as activators. actives 0.34% (n = 260,000); note: potency is the fitted concentration of half-maximal effect; % is set by controls: 0 for no effect and ±100 for the full control effect; nearly all actives have a fitted effect of over 55% in size
#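 ATP formation by purified human PK-M2, quantified via coupled luciferase luminescence after 1 h at room temperature with 0.1 mM ADP and 0.5 mM PEP final.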
# Numbers without * were called inactive; ? = inconclusive; / = no result given; & = joins results of further samples; [ ] = another dose, or the depositor's remark. Unless noted, calls come from the whole dose curve; as a rule, active = well fitted curve in the direction sought with a large enough effect; inconclusive = small, poorly fitted or top-dose-only effect, or another doubt; inactive = no such curve, though single readings can be large; an effect the other way counts as inactive or inconclusive.
SMILES,KCNH2 WT inh,Eya2 inh,Mito fusion yeast,GALK inhibitor,MBNL1 CUG block,S-ASM inh,Menin-MLL TR inh,Chronic BCR inh,USP2a inh,TSHR antag,PKM2 activator
CCc1ccc(C2C(C#N)=C(N)Oc3n[nH]c(CC(=O)OC)c32)cc1 (stereo not drawn),-2,1%,-1%,1%,-3%,5%,-14%,-23%,-1%,-10,-3%
O=[N+]([O-])c1ccc2c(c1N1CCCCC1)=NC1(CCCCC1)[N+]=2[O-],-1,?,-5%,12%,?,-2%,/,?,-2%,-7,-11%
COc1ccc(S(=O)(=O)Nc2cc3c4c(c2)CCN4C(=O)CC3)cc1C,-2,8%,-1%,/,/,5%,/,?,1%,-4,/
CCOc1ncccc1C(=O)OCC(=O)Nc1ncc(C(F)(F)F)cc1Cl,1,3%,-2%,0%,1%,0%,-28%,4%,-2%,14,8%
CNC(=S)N/N=C/C1=CCC2CC1C2(C)C (stereo not drawn),8,-21%,3%,-1%,15%,-2%,0%,0%,1%,9,0%
CC1Cc2ccccc2N1C(=O)CCn1c(=O)oc2ccccc21 (stereo not drawn),1,7%,2%,0%,?,2%,2%,-6%,-5%,4,1%
Cc1cc(C)nc(NS(=O)(=O)c2ccc(NC(=O)c3snnc3C)cc2)n1,-5,5%,0%,-6%,-1%,4%,/,-1%,4%,9,/
Cc1cc(C)c(S(=O)(=O)N2CCOCC2)cc1NS(=O)(=O)c1cc(OCC(N)=O)c(C)cc1Cl,32,-10%,-3%,3%,-20%,4%,14%,1%,0%,14,17%
CN(CCN1CCc2ccccc2C1)Cc1nc(-c2ccc3c(c2)OCO3)no1,9,-9%,-11%,2%,3%,2%,0%,-4%,-4%,-2,3%
COc1ccc(OC)c(NC(=O)c2nnn(CCc3ccccc3)c2N)c1,-6,19%,4%,2%,9%,-10%,?,2%,-2%,0,2%
CC(Oc1ccccc1)C(=O)N1CCN(c2ccc(N3CCOCC3)nn2)CC1 (stereo not drawn),-11,-3%,-2%,/,/,/,/,4%,1%,9,/
CN1CCN(C2=Cc3ccccc3Sc3cc(F)c(Cl)cc32)CC1,-4,-20%,-24%,0%,-10%,-10%,-24%,-14%,0%,-17,3%
CCn1c(O)c(/C=C2\C=Nc3ccccc32)sc1=O,-23,-12%,-4%,0%,11%,0%,11%,?,-2%,-13,1%
C=CCn1c(SCC(=O)N2CCCC2)nc2cc(C(=O)NCC3CCCO3)ccc2c1=O (stereo not drawn),-29,-3%,1%,2%,-5%,4%,0%,14%,1%,8,0%
CCc1csc(CCNC(=O)C2CCC(=O)N(Cc3ccccc3F)C2)n1 (stereo not drawn),21,15%,0%,0%,-1%,1%,-3%,-1%,2%,-5,0%
COc1ccc(NC(=O)NCCN2C(=O)C3C4C=CC(C4)C3C2=O)cc1 (stereo not drawn),-3,-1%,-4%,-1%,-9%,3%,-3%,-1%,-1%,5,-2%
COC(=O)c1ccc(Cn2nnc3c(=O)[nH]c(C4CCCN(S(=O)(=O)c5ccccc5Cl)C4)nc32)cc1 (stereo not drawn),0,4%,2%,-2%,-4%,-15%,/,?,9%,12,/
CC(=O)c1c(C)[nH]c(C(=O)Nc2cccc(C(F)(F)F)c2)c1C,0,-4%,-1%,5%,7%,-8%,5%,-1%,2%,-8,/
CCN(CC)C(=O)N1CCN(S(=O)(=O)c2c(C)cc(C)cc2C)CC1,13,0%,3%,-3%,133%[activator],4%,9%,1%,1%,0,0%
CCOCC(=O)Nc1nnc(Cc2ccc(OC)c(OC)c2)s1,7,-4%,-3%,6%,-1%,-2%,-15%,3%,7%,-12,38%
CC(C)c1ccccc1NC1=CC(=O)CC(C)(C)C1,-1,-6%,6%,0%,-7%,4%,-12%,0%,-1%,-4,0%
O=C(c1ccccc1)c1cn[nH]c1-c1ccccc1O,-13,-5%,9%,-1%,-5%,-1%,6%,-5%,-6%,-4,0%
COCCNC(=O)c1ccccc1NC(=O)C1COc2ccccc2O1 (stereo not drawn),-2,-9%,4%,10%,-9%,2%,19%,?,4%,14,-5%
C=CCN=C1N[C@@H](c2ccccc2)C(C(=O)OC)=C(C)N1CC,1,7%&4%,-2%&1%,/,1%&-6%,20%,-6%&-24%,-8%&0%,0%&0%,-10&13,1%&-1%
COc1ccccc1N1CCN(Cc2ccsc2)CC1,8,-5%,-3%,0%,-1%,6%,-3%,?,-1%,22,6%
COc1ccc(SC[C@H](Cc2ccccc2)N2CCN(CCc3ccccc3)CCC2=O)cc1,-108*,-7%,-60%[inhibitor],-2%,-3%,-4%,/,?,0%,-9,?
Cc1cc(C)c(S(=O)(=O)Nc2ncn[nH]2)cc1C,9,-8%,7%,2%,1%,2%,-6%,6%,-2%,21,-1%
COc1ccc(CC(=O)OCC(=O)Nc2ccc(Cl)cc2C)cc1,0,-15%,/,/,/,-2%,/,?,1%,-9,/
Cc1ccnc2nc(C(=O)Nc3ccc(N4CCOCC4)cc3)nn12,-3,17%,-5%,14%,-3%,0%,8%,0%,1%,6,-33%
CC1=CC(C)(C)N(C(=O)CCl)c2cc(C)ccc21,-6,1%,-6%,-1%,16%,0%,-15%,?,2%,-14,0%
O=C(COCc1cc(-c2ccc3c(c2)OCO3)on1)N1CCN(c2ccc(F)cc2)CC1,-8,1%,-18%,4%,-8%,9%,-15%,6%,0%,18,2%
CCN(CC)CCNC(=O)c1ccc2c(c1NCCO)C(=O)c1ccccc1C2=O,2,-10%,-8%,10%,?,?,/,?,-1%,-22,-16%
CN1CCN(c2ccc(S(=O)(=O)N3CCCCC3)cc2NC(=O)c2ccc(F)cc2F)CC1,36,11%,-3%,0%,/,4%,-11%,0%,-2%,0,-3%
Nn1c(SCc2ccccc2)nnc1C1CCCCC1,4,-17%,-3%,-5%,-5%,2%,/,3%,4%,2,-7%
CN(CC(=O)Nc1ccccc1Br)C(=O)c1ccc(COc2ccccc2)cc1,-25,-3%,-2%,-2%,0%,/,/,1%,0%,1,-8%
CCO/C=N/Nc1nc(C(F)(F)F)nc2c1cnn2Cc1ccccc1,-15,-2%,-4%,4%,-2%,?,?,?,-1%,-18,/
CCn1c(SCc2nc3ccccc3c(=O)[nH]2)nnc1-c1cccnc1,-2,15%,-1%,2%,-7%,-2%,-27%,?,1%,6,1%
CC(=O)Nc1ccc2nc(NC(=O)CCc3ccccc3)sc2c1,16,4%,4%,2%,/,-12%,13%,4%,9%,-11,-1%
COc1ccc(-n2nnnc2SC(C)C(=O)NCC(=O)Nc2ccc(F)c(F)c2F)cc1 (stereo not drawn),3,3%,-1%,-3%,-5%,-4%,10%,4%,-2%,-8,6%
C/C(CC(=O)Nc1cccc(Br)c1)=N\NC(=O)c1ccc(O)cc1O,-4,16%,0%,/,-5%,-8%,?,?,-9%,24,/
CCCCNC(=O)c1cc2c(=O)n3cccc(C)c3nc2n(Cc2ccncc2)c1=N,-8,-20%,14%,-3%,38%[activator],250%[activator],-6%,11%,27%,-6,-2%
Nc1cc(C(=O)OCC(=O)NNC(=O)c2ccccc2)ccc1Cl,-7,3%,-3%,/,/,-2%,/,2%,0%,1,/
CCN1C(=O)C(c2ccc(O)cc2)(c2ccc(O)cc2)c2ccccc21,4,5%,2%,3%,-13%,-1%,-1%,?,2%,-20,2%
CSc1ccc(CN2CCC(n3nccc3NC(=O)CCCc3ccccc3)CC2)cc1,-112*,-9%,-11%,-6%,-1%,3%,/,-1%,3%,-11,/
O=C(NCc1ccco1)c1cccc(NS(=O)(=O)c2ccccc2F)c1,-5,-1%,1%,2%,-12%,-1%,-4%,1%,-2%,6,-8%

# An excerpt, so the mix of outcomes need not match the whole.
